pCIP destab – p/CIP protein destabilization. decrease of EGFP signal, % at 10 µM. Q05BA5. F442A p/CIP-EGFP cells, EGFP fluorescence, 16 h. actives 0.01% (n = 290,000);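 active = EGFP signal decrease of at least 30% at 10 µM or well 3 SD below plate mean, unless failing retest; inactive = the rest, including hits failing retest or dose response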; note: some compounds called inactive have numbers as strong as hits; many of its hits are not listed in these tables
HCV NS3 hel inh – HCV NS3 helicase inhibition; AID 1800; inhibition, % at 10.9 µM; actives 0.56% (n = 290,000); NS3 helicase DNA unwinding, Cy5 molecular beacon fluorescence;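 active = inhibition above the mean of all tested compounds plus 3 SD, set per campaign, cut at about 35% in these data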;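 note: 0% = DMSO wells and 100% = thioflavine S control wells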
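Measured by: Cy5 fluorescence, 0 and 60 min reads / Assay system: NS3 helicase fragment of HCV / Control set: low DMSO, high thioflavine S at 110 µM / Times: 1 h reaction at 25 °C, ATP-initiated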
VIM-2 inhibitor – inhibitors of Pseudomonas aeruginosa VIM-2 metallo-beta-lactamase | actives 0.89% (n = 290,000) | purified VIM-2, nitrocefin hydrolysis, epi-absorbance fluorescence | AID 1527 | inhibition, % at 5.6 µM;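 active = inhibition above the mean of all tested compounds plus 3 SD, cutoff set per screening run, cut at about 7.5% in these data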;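 note: red hydrolysis product quenches plate fluorescence so inhibitors raise well fluorescence; 0% = enzyme with DMSO and 100% = DMSO without enzyme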
IDE cell inh – inhibitors of human insulin-degrading enzyme in cells; P14735; HEK cells, FAbetaB cleavage, fluorescence polarization; inhibition, % at 5.59 µM; actives 0.41% (n = 320,000); AID 434962;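 active = percent inhibition above the average of all tested compounds plus 3 SD, set per screening campaign, cut at about 16% in these data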;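 note: IDE supplied by intact live HEK cells; FP after avidin binding of uncleaved biotin substrate so inhibition keeps polarization high; 0% = DMSO wells and 100% = 60 µM reference IDE inhibitor Ii1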
Target sequence (P14735 whole entry, looked up): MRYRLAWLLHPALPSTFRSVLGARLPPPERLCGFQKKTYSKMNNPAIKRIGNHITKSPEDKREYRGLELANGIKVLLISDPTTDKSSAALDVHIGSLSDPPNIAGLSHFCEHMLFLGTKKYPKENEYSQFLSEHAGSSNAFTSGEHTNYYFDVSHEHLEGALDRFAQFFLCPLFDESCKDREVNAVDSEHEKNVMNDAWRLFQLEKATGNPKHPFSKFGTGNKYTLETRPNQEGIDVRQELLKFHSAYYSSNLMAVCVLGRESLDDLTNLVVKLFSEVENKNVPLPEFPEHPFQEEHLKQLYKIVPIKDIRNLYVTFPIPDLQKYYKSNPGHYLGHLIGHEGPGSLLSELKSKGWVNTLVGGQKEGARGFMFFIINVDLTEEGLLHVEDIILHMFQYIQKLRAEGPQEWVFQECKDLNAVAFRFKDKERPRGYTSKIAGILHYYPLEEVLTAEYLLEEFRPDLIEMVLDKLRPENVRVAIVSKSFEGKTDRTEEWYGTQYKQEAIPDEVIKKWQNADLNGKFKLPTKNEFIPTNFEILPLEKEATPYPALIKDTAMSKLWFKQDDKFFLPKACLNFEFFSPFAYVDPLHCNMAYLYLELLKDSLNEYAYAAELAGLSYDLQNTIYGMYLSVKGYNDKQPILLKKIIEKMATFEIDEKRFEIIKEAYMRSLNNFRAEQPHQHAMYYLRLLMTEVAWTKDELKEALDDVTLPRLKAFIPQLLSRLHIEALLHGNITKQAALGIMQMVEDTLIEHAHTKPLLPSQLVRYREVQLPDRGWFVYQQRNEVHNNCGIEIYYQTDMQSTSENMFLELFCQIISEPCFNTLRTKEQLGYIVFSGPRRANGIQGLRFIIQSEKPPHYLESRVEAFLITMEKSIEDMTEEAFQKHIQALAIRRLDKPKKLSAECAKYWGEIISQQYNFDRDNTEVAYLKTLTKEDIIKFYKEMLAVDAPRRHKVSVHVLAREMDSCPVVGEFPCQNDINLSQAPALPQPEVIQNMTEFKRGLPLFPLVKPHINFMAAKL
UBC9 SUMO inh – inhibitors of human SUMOylation (UBC9); HTRF SUMOylation assay, SAE1/SAE2 + UBC9, in vitro; actives 0.36% (n = 290,000); inhibition, % at 35 µM; AID 2006; in the data active = inhibition above about 50%, passing the limit was not always enough; note: strong numbers were not always called active
GalR3 antagonist – human GalR3 antagonism | O60755 | HEK293 GalR3-CNG cAMP membrane potential fluorescence; galR3 body fused to GalR1 C-terminus | inhibition, % at 3 µM | actives 0.44% (n = 360,000) | AID 651719;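 active = inhibition above the screen-wide average plus 3 SD, cut at about 13% in these data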;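 note: forskolin and galanin both at EC90 stimulate the cells; cAMP rise reported by CNG channel membrane potential dye signal; 0% = forskolin plus galanin with DMSO and 100% = forskolin alone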
CRFBP-R2 block – antagonists of CRF-binding protein/CRF-R2 receptor complex | HEK293 CRF-R2/CRF-BP, CRF-induced calcium fluorescence | inhibition, % at 11.8 µM | actives 0.59% (n = 350,000) | AID 588475;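 active = inhibition of the ligand-induced calcium signal above about 50% at the single tested concentration, limit read from the data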
IDE cell activ – boosts human insulin-degrading enzyme activity in HEK cells. actives 0.073% (n = 340,000). FAbeta-B cleavage, fluorescence polarization; 0% vehicle, 100% cell-free pure enzyme wells. activation, % at 5.96 µM;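 active = activation above the mean of all tested compounds plus 3 SD, set per screening campaign, cut at about 17% in these data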
IMP-1 inhibitor – inhibitors of Pseudomonas aeruginosa IMP-1 metallo-beta-lactamase | inhibition, % at 5.6 µM | purified IMP-1, nitrocefin hydrolysis, epi-absorbance fluorescence | actives 0.45% (n = 290,000);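 active = inhibition above the mean plus 3 SD of all compounds in the same screening run, cut at about 4.5% in these data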;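 note: 0% = IMP-1 with DMSO and 100% = DMSO wells lacking enzyme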
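System: Purified IMP-1 | Read-out basis: Percent enzyme inhibition | Controls: IMP-1 with DMSO as 0%, enzyme-free DMSO as 100% | Replicates: One well per compound | Doses: 5.6 µM nominal single concentration | Detection: Epi-absorbance fluorescence, 480 nm excitation, 530 nm emission | Incubation: 25 °C, 15 min preincubation, 25 min reaction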
Active calls of the source: *; x = not tested or not shown.

No.	pCIP destab	HCV NS3 hel inh	VIM-2 inhibitor	IDE cell inh	UBC9 SUMO inh	GalR3 antagonist	CRFBP-R2 block	IDE cell activ	IMP-1 inhibitor	canonical_smiles
1	10	0	-3.7	1	-20	4	16	-2	-3.3	CC(C)c1ccc(C(=O)N/N=C/c2cccc(Cl)c2Cl)cc1
2	-9	-2	-3.0	-1	34	x	-6	5	-0.9	COc1ccc(S(=O)(=O)NCc2cn3c(C)csc3n2)cc1F
3	-3	0	-2.1	-1	13	-6	13	-3	-2.5	CSC1=NC(C(Cl)(Cl)Cl)N=C(c2ccccc2)N1 (stereo not given)
4	4	8	-3.5	1	24	2	-4	7	-3.0	NC(=O)CC(NC(=O)c1ccc(Br)cc1)c1ccc(NC2CCCCCCC2)c([N+](=O)[O-])c1 (stereo not given)
5	-10	-5	-4.5	2	-7	-2	-36	6	-3.0	Cc1cccc(C2CC(c3ccc(Cl)cc3)Nc3nc(N)nn32)c1 (stereo not given)
6	-9	-3	2.4	-4	5	-8	23	-5	-2.1	CCOCCCNC(=O)c1ccc2c(c1)ncn2C1CCCC1
7	0	-5	-1.9	1	-6	-2	-3	0	-1.2	CC(/C=C/c1ccccc1F)=N\NC(=O)C(C)C
8	4	9	0.5	4	8	-8	-8	-1	-1.3	CCCOc1cccc(C(=O)NCCNC(=O)c2cnccn2)c1
9	-6	18	8.5*	6	5	-4	-9	6	0.4	O=C(O)c1ccc(COc2ccc3c4c(c(=O)oc3c2)CCC4)o1
10	7	-6	-5.0	2	10	-4	-10	2	-2.1	Cc1ccccc1Cn1nnc(-c2ccc(C(=O)O)cc2)n1
11	0	-1	0.8	6	7	0	-5	1	0.1	Cc1ccc(-c2nsc(SCC(=O)NCc3ccc4c(c3)OCO4)n2)cc1
12	7	5	-0.9	3	1	-8	13	1	-0.8	O=C(O)c1c(NC(=O)N(CCO)Cc2ccccc2)sc2c1CCCC2
13	x	x	x	-1	x	-2	1	-6	x	Cc1ccc(C[n+]2ccccc2)cc1
14	-8	-2	1.4	-3	12	-4	27	-3	0.0	COc1ccc(NC(=O)CSc2nc3c(c(=O)n2-c2ccccc2)SCC3)c(OC)c1
15	6	-7	-5.2	9	9	0	-3	-1	2.0	N#Cc1nnn(Cc2ccccc2)c1N
16	-13	-6	0.0	11	-1	-4	-24	0	-2.5	O=c1c(Cl)c(NCc2ccccc2)cnn1C12CC3CC(CC(C3)C1)C2
17	-3	26	3.1	-4	-6	-7	-14	1	1.0	Cn1c(=O)oc2cc(S(=O)(=O)CCC(=O)N3CCN(c4ccccc4F)CC3)ccc21
18	0	-3	-3.6	4	6	5	-16	-4	0.3	Cc1cc(C)cc(OCC(=O)N2Cc3ccccc3CC2C(=O)O)c1 (stereo not given)
19	4	2	-2.6	8	10	-6	10	3	-1.5	COc1ccccc1NC(=O)CSc1nnc2ccc(-c3cccnc3)nn12
20	-15	31	-2.4	1	40	-5	-7	-2	-0.1	COc1cccc(-n2c(C)cc(/C=C3/C(=N)N4C(=NC3=O)SN=C4S(C)(=O)=O)c2C)c1
21	-11	1	-3.0	1	27	-3	14	4	-1.2	CCNc1oc(-c2cccc3ccccc23)nc1C#N
22	-6	-2	-5.1	1	20	-3	14	1	-3.5	COc1ccc(OCCSc2nc(-c3ccccc3)cc(=O)[nH]2)cc1
23	-13	6	-1.6	3	0	-2	8	4	-2.2	Cn1cc(CCC(=O)N2CCCC(CCC(=O)NCc3ccccc3F)C2)cn1 (stereo not given)
24	12	14	-1.7	8	-6	-5	12	3	-1.7	NS(=O)(=O)c1ccc(CCNC(=O)COC(=O)CCc2ccccc2)cc1
25	-23	5	-0.8	-1	8	10	-4	0	-2.9	COC(=O)C1C(c2ccc(OC)c(OC)c2)NC(c2ccc(OC)c(OC)c2)C(C(=O)OC)S1(=O)=O (stereo not given)
26	12	6	-2.9	0	4	-6	-7	3	-3.1	CCOC(=O)c1[nH]ncc1CN1CCCC(C(=O)c2cccc(OC(C)C)c2)C1 (stereo not given)
27	-16	10	-1.5	2	40	-3	-22	2	-4.0	COC(=O)c1c(C#N)c(N)nc2c1CCC2
28	0	-4	-4.6	13	6	9	-3	-4	-2.4	COc1ccc(NC(=O)CSc2nc3[nH]ncc3c(=O)n2-c2ccccc2C)cc1OC
29	-12	0	0.3	-3	11	-2	10	4	-0.4	CCOC(=O)C1=C(O)C(=O)N(c2ccc(S(N)(=O)=O)cc2)C1c1ccc(OC)cc1OC (stereo not given)
30	4	-13	-0.8	10	-9	-3	6	-2	-3.6	O=C(N/N=C/c1c[nH]c2ccccc12)c1ccncc1
31	-13	-9	6.0	3	4	-2	-5	0	-1.4	Cc1nn2c(=O)cc(CSc3ccccc3NC(=O)c3ccccc3F)nc2s1
32	-10	-6	-1.8	-2	17	-3	-61	5	-2.1	Cc1ccc(S(=O)(=O)N/N=C/c2ccc(OC3CSC3)cc2)cc1
33	-4	-4	0.4	4	-35	-6	-5	-3	-0.4	Cc1cccc(OCC(=O)NNc2c3ccccc3nc3ccccc23)c1
34	-3	3	-3.1	-3	6	-3	13	4	-1.1	O=S(=O)(NCC(O)c1ccccc1)c1cc(Cl)sc1Cl (stereo not given)
35	-13	2	-5.9	-1	17	x	16	1	-3.2	CCOC(=O)c1ccccc1NC1c2ccccc2C(=O)N1C1CCN(C(=O)OCC)CC1 (stereo not given)
36	-4	7	-2.6	3	23	-3	-4	7	-3.2	Nc1nc(Sc2ccc([N+](=O)[O-])cc2[N+](=O)[O-])n[nH]1
37	x	x	x	-1	x	-5	-9	1	x	CCc1cccc(NC(=O)COC(=O)c2cc([N+](=O)[O-])ccc2N2CCOCC2)c1
38	-2	-4	-3.6	6	1	-5	16	0	-2.1	COc1ccc(OC)c(C2=NOC(C(=O)Nc3cccnc3)C2)c1 (stereo not given)
39	-5	-6	-0.1	3	16	-4	x	x	-1.2	CN(C(=O)CSc1nc2c(cnn2-c2ccccc2)c(=O)[nH]1)C1CCS(=O)(=O)C1 (stereo not given)
40	-6	5	-1.7	13	-3	-4	-8	-4	-2.4	Fc1ccccc1C1CC(c2ccco2)=Nc2ccccc2S1 (stereo not given)
41	x	x	x	-8	x	-1	3	1	x	CCC(C)N(C(=O)COC(=O)c1cc([N+](=O)[O-])ccc1N1CCOCC1)C1CCS(=O)(=O)C1 (stereo not given)
42	2	1	0.4	0	15	-12	21	-3	-0.6	Fc1cccc(F)c1-c1nc(-c2ccncc2)no1
43	x	x	x	0	x	-5	4	3	x	COCCCN1C(=O)c2ccc(C(=O)OCC(=O)NCc3cccc(OC)c3)cc2C1=O
44	-7	0	-4.3	9	21	-2	10	2	-3.7	N#CC12CCCCC1CC1CCCCC1(C#N)N2Cc1ccccn1 (stereo not given)
45	2	-37	-1.0	3	11	-6	12	4	-2.3	CN1CCN(CCCNC(=O)c2ccc3c(=O)n(CCc4ccccc4)c(=O)[nH]c3c2)CC1
46	-16	-14	3.6	0	1	-8	12	2	-1.3	COc1cc(NC(=O)c2ccccc2OCc2ccccc2)cc(OC)c1OC
47	0	7	-3.0	2	14	4	5	0	-2.4	O=C(O)CCc1ccc(-c2cccs2)n1NC(=O)c1ccco1
48	7	2	-1.9	-7	-18	-6	23	-2	-1.3	CC(=O)c1ccc(OC2OCCOC2Oc2ccc(C(C)=O)cc2)cc1 (stereo not given)
49	2	2	-3.4	6	-21	0	7	2	-1.9	COc1cc(OC)cc(C(=O)N[C@@H](CCSC)c2nc3ccccc3[nH]2)c1
50	x	x	x	2	x	-4	-12	8	x	Cc1cccc(C)c1NC(=O)CN(C)C(=O)c1cc(S(=O)(=O)N(C)C)ccc1N1CCCC1
51	-12	0	-0.9	0	-3	-9	-6	6	0.3	O=C(CN1C(=O)NC2(CCc3ccccc32)C1=O)NCC(F)(F)F (stereo not given)
52	2	-13	0.6	8	-14	-3	35	-1	0.5	COC(=O)c1nnn(-c2nc(N(C)C)nc(N(C)C)n2)c1C
53	4	9	-3.3	4	-1	2	8	1	-2.2	CC(C)N1CCNCC1
54	-16	10	-5.1	10	-11	2	-10	5	-3.5	CC(C)NC(=O)NC(=O)CSc1nnc(-c2c[nH]c3ccccc23)o1
55	8	23	-3.7	5	-10	-11	5	6	-2.3	O=C(Cc1ccccc1)NCc1ccc(F)cc1
56	2	0	-2.9	-2	9	0	-9	3	-1.9	O=C(c1ccc(C(F)(F)F)cc1)C1CCCN(C(=O)c2cnccn2)C1 (stereo not given)
57	-15	-1	-0.8	4	12	16*	12	0	0.5	CCCCCCCn1ccc(=N)cc1
58	-12	-9	-0.3	6	18	-5	11	x	-1.6	CC1(C)CC(=O)C(C=NCC2CCN(C(=S)Nc3ccccc3)CC2)=C(O)C1
59	-8	-7	-0.8	4	43	-8	-11	-9	-3.3	CCC(C)(C)n1nnnc1C(c1cc2cccc(C)c2[nH]c1=O)N1CCN(C(=O)c2ccco2)CC1 (stereo not given)
60	-3	23	-2.8	5	33	7	-6	-13	-3.2	CCOc1ccc(S(=O)(=O)N(C(=O)c2ccco2)c2cc3sc(=O)oc3c3ccccc23)cc1

(cont.)
No.	pCIP destab	HCV NS3 hel inh	VIM-2 inhibitor	IDE cell inh	UBC9 SUMO inh	GalR3 antagonist	CRFBP-R2 block	IDE cell activ	IMP-1 inhibitor	canonical_smiles
61	5	-5	-2.9	-4	3	-4	1	6	-3.5	NNC(=O)c1cc2sccc2s1
62	-12	18	-3.2	-5	-8	1	19	1	-1.5	CN(Cc1ccccc1)S(=O)(=O)c1ccc(NC(=S)NC(=O)C(C)(C)C)cc1
63	x	x	x	-2	x	-2	-1	2	x	C[C@H](CO)N1C[C@H](C)[C@@H](CN(C)Cc2ccc(C(=O)O)cc2)Oc2c(NC(=O)C3CC3)cccc2C1=O
64	-7	3	12*	0	x	x	-6	-7	-2.3	O=C(COc1ccc2c3c(c(=O)oc2c1)CCCC3)NCCN1CCOCC1
65	-10	-3	-2.0	1	-5	-2	5	0	-0.1	Cc1ccc(-n2cc(-c3ccccc3)c3c(=O)[nH]cnc32)cc1
66	-23	15	1.5	3	-22	-2	11	-3	-0.8	Oc1c(C=Nc2ccccc2)sc(=S)n1Cc1ccccc1
67	-8	-2	-1.2	2	-2	-3	-21	5	-3.2	COc1ccc(S(=O)(=O)N2CCN(Cc3ccc4c(c3)OCO4)CC2)c2ccccc12
68	x	x	x	-6	x	-1	-1	3	x	O=S(=O)(c1c(F)cccc1F)N1CCN(Cc2c(O)ccc3ccccc23)CC1
69	x	x	x	2	x	-3	0	-2	x	CCCCNC(=O)c1cccc(S(=O)(=O)N2CC3(C)CC2CC(C)(C)C3)c1 (stereo not given)

Quoted from above (three entries):
No.	pCIP destab	HCV NS3 hel inh	VIM-2 inhibitor	IDE cell inh	UBC9 SUMO inh	GalR3 antagonist	CRFBP-R2 block	IDE cell activ	IMP-1 inhibitor	canonical_smiles
66	-23	15	1.5	3	-22	-2	11	-3	-0.8	Oc1c(C=Nc2ccccc2)sc(=S)n1Cc1ccccc1
67	-8	-2	-1.2	2	-2	-3	-21	5	-3.2	COc1ccc(S(=O)(=O)N2CCN(Cc3ccc4c(c3)OCO4)CC2)c2ccccc12
68	x	x	x	-6	x	-1	-1	3	x	O=S(=O)(c1c(F)cccc1F)N1CCN(Cc2c(O)ccc3ccccc23)CC1

Bioassay records: PubChem BioAssay, several laboratories
